Candida biofilm: clotrimazole potentiators killing Candida biofilms, primary screen, with clotrimazole, Alamar Blue; 85,000 compounds, 0.14% hits; inhibition, % at 6 µM; C. albicans biofilm + clotrimazole;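 active = inhibition above 20%; inactive = inhibition below 20%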;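 also: preformed 24 hr biofilms exposed to compound for 48 hr; 0% = biofilm without compound and 100% = blank killed by clotrimazole plus chlorhexidine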
LYP act: LYP phosphatase activators, primary screen, biochemical, DiFMUP fluorescence, 2 µM | Tyrosine-protein phosphatase non-receptor type 22 (Homo sapiens), Q9Y2R2 | recombinant LYP; 0 = plate median, 100 = signal doubled | activation, % at 2 µM | 96,000 compounds, 0.11% hits | AID 697, 2007;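 active = activation at 2 µM above a set limit, the mean plus 5 SD, cut at about 37% in these data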
EphB4 antag: EphB4-ephrin-B2 interaction antagonists, primary screen, biochemical, TNYL-RAW peptide probe, fluorescence polarization; AID 720, 2007; inhibition, % at 7 µM; EphB4 LBD / TNYL-RAW-Alexa532 peptide; 97,000 compounds, 0.15% hits; Ephrin type-B receptor 4 (Homo sapiens), P54760;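 active = inhibition above the screen-wide mean inhibition plus 3 SD, cut at about 15% in these data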;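 also: 0% = DMSO wells and 100% = excess unlabeled TNYL-RAW peptide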
CYP2C9 inhib: blockers of cytochrome P450 2C9 activity – biochemical, luminescence, ADME assay, primary screen; 96,000 compounds, 20% hits; inhibition, % at 5 µM; AID 777, 2007; P11712; CYP2C9 Supersomes, luciferin-H conversion;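 active = blocking of liver enzyme CYP2C9 beyond about 50% at 5 µM, limit read from the data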; also: values of inactives mirror those of a sister screen read the other way
Target sequence (P11712 whole entry, looked up): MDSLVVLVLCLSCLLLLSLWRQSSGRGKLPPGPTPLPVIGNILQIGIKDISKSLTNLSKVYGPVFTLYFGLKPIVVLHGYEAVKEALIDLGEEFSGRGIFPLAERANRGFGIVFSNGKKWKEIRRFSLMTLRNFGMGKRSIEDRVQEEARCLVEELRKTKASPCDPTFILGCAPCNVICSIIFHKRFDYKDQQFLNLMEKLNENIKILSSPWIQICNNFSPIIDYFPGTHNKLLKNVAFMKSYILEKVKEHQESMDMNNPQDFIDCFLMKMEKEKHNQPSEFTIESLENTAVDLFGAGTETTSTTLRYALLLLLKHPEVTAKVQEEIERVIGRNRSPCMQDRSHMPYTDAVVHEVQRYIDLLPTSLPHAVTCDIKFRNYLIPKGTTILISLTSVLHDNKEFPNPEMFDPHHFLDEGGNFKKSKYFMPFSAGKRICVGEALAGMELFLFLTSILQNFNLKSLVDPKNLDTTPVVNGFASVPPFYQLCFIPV
CYP2C9 act: human CYP2C9 activators, primary screen, biochemical, luminescence. Cytochrome P450 2C9 (Homo sapiens), P11712. recombinant CYP2C9, luciferin-H conversion; stronger effect = higher value; factor 1 = untreated enzyme, 0 = blocked. activation factor at 5 µM. 96,000 compounds, 1.4% hits. AID 1024, 2008;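 active = activation factor of 2 or more for CYP2C9 at a 5 µM dose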;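 also: 0 = sulfaphenazole-blocked wells and 1 = vehicle-only wells; values of inactives mirror those of a sister screen read the other way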
Plk1 PBD FP: Plk1 polo box domain binding inhibitors, primary screen, biochemical, fluorescence polarization; 97,000 compounds, 0.13% hits; AID 693, 2007; inhibition, %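 (tested at about 20 µM)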; Serine/threonine-protein kinase PLK1 (Homo sapiens), P53350; Plk1 PBD phosphopeptide binding; in the data active = inhibition above about 34%, passing the limit was not always enough
Rev-RRE block: HIV-1 Rev-RRE binding inhibitors, primary screen, biochemical, FRET, protein-RNA interaction. Rev peptide-RRE RNA binding. inhibition, % at 8 µM. 97,000 compounds, 0.79% hits. AID 704, 2007;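 active = inhibition above the screen-wide mean plus 3 SD, cut at about 35% in these data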;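 also: 0% = median DMSO wells and 100% = median Neomycin B control wells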
Target sequence (P05866 whole entry, looked up): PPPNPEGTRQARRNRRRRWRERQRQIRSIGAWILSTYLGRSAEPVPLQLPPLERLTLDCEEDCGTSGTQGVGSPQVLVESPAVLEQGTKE
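Assay system: labelled RRE RNA duplex and labelled Rev peptide / Medium: HEPES pH 7.5 salt buffer with EDTA / Reagent: labelled Rev peptide / Schedule: 5 + 15 min at 25 °C / Signal: FRET, excitation 480 nm, emission 540 nm donor and 671 nm acceptor / Benchmarks: DMSO and neomycin B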
PTPN22 inh 2: PTPN22 phosphatase inhibitors, primary screen, biochemical, DiFMUP fluorescence, 2 µM; Tyrosine-protein phosphatase non-receptor type 22 (Homo sapiens), Q9Y2R2; recombinant LYP catalytic domain; inhibition, % at 2 µM; 96,000 compounds, 0.21% hits; AID 640, 2007;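 active = inhibition at 2 µM at or above a set limit, the screen mean plus 3 SD, cut at about 24% in these data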;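 also: 0% = DMSO with enzyme and 100% = enzyme fully blocked by orthovanadate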
PLK1 inh: human PLK1 kinase inhibitors, primary screen, biochemical, TR-FRET | Serine/threonine-protein kinase PLK1 (Homo sapiens), P53350 | recombinant PLK1 kinase, TR-FRET peptide phosphorylation | inhibition, % at 10 µM | 97,000 compounds, 0.53% hits;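 active = inhibition of 50% or more in the single-concentration screen; inactive = inhibition below 50%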;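 also: 0% = DMSO max control and 100% = H-89 dihydrochloride min control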
Starred values were filed as active, the others as inactive; nt = no result given.

Sample of the layout:
SMILES	Candida biofilm	LYP act	EphB4 antag	CYP2C9 inhib	CYP2C9 act	Plk1 PBD FP	Rev-RRE block	PTPN22 inh 2	PLK1 inh
CC(C)(C)CC(C)(C)NC(=O)CSCC(=O)Nc1ccc2ccccc2c1	3	-3	7	nt	nt	3	22	2	-8
CCS(=O)(=O)N1CCN(C(=O)c2cccnc2)CC1	2	-5	5	-3	1	2	11	1	-8

The list itself, previewed entries included:
SMILES	Candida biofilm	LYP act	EphB4 antag	CYP2C9 inhib	CYP2C9 act	Plk1 PBD FP	Rev-RRE block	PTPN22 inh 2	PLK1 inh
CC(C)(C)CC(C)(C)NC(=O)CSCC(=O)Nc1ccc2ccccc2c1	3	-3	7	nt	nt	3	22	2	-8
CCS(=O)(=O)N1CCN(C(=O)c2cccnc2)CC1	2	-5	5	-3	1	2	11	1	-8
CC(C)NC(=O)C(=O)NCCc1ccc(Cl)cc1	1	-10	-5	2	1	-24	-1	12	-4
CCCCOc1ccc(CNC(=O)NS(=O)(=O)c2ccc(OCC(C)C)cc2)cc1	nt	1	-2	90*	0.1	-5	1	1	-15
NC(=O)C1CCN(C(=O)CSc2nc3ccccc3o2)CC1	0	-17	-2	-11	1.1	-10	3	20	-6
CCOC(=O)C1=NN(c2ccc(Cl)cc2)C(c2ccccc2)CC1=O (stereo not drawn)	8	-10	-4	nt	nt	-23	6	7	0
Cc1ccc(Nc2nc(-c3sc(NC(=O)c4ccccc4)nc3C)cs2)cc1	nt	1	-7	4	1	-16	7	1	-8
COc1ccc(C(=O)Nc2nncs2)c(OC)c1	2	1	4	-1	1	2	7	-3	-2
CC1CN(Cc2nc3c(c(=O)[nH]c(=O)n3C)n2CC(N)=O)CC(C)O1 (stereo not drawn)	2	4	-7	12	0.9	8	-1	-4	51*
Cc1ccc(-n2c(C)cc(C(=O)CSc3nnnn3C)c2C)cc1	3	1	-2	61*	0.4	31	0	-1	0
O=c1c2cccc3c2c(nn1CN1CCOCC1)-c1ccccc1-3	nt	4	-3	8	0.9	-36	4	-4	21
O=C(Cn1cnc2ccccc2c1=O)c1cccs1	nt	3	3	43	0.6	6	5	-3	-11
Clc1ccc(Cl)c2sc(N3CCOCC3)nc12	6	8	-5	nt	nt	-14	-1	-10	-4
CCC(C)(C)NCC(=O)Nc1ccc(OC(F)(F)F)cc1	nt	11	3	5	1	16	13	-8	-19
Cc1ccccc1CN1CCN(CC(=O)NCc2ccccc2)C1=O	8	8	-3	30	0.7	10	2	-8	-7
O=c1c2c(nc3cc(-c4cccc(Cl)c4)[nH]n13)CCC2	4	43*	9	7	0.9	1	3	-37	-9
Cc1cccc(C(=O)Oc2csc(=S)n2C(=O)c2cccc(C)c2)c1	0	-10	2	nt	nt	7	4	12	-17
O=C(OCn1nnc2ccccc2c1=O)C1COc2ccccc2O1 (stereo not drawn)	6	0	-6	-2	1	-38	0	-2	-5
Cc1ccc(S(=O)(=O)Nc2ccc(S(=O)(=O)NC(C)(C)C)cc2)cc1	-2	4	3	87*	0.1	13	8	-2	-14
Cc1nc(NC(C)c2ccccc2)c2c3c(sc2n1)CCC3 (stereo not drawn)	8	-3	-1	56*	0.4	-6	7	4	-3
COCC(=O)N(Cc1cc2cc(OC)ccc2[nH]c1=O)c1ccc(C)cc1	0	-1	6	59*	0.4	15	1	4	-6
CCN(C(=O)c1cc(Cl)ccc1OC)C1CCCCC1	nt	0	-1	96*	0	-2	-1	3	-5
CCOC(=O)c1c(NC(=O)CSc2nnc(-c3cccnc3)o2)sc(C(C)=O)c1C	1	-4	5	65*	0.3	11	12	1	1
CN(C)S(=O)(=O)N1CCN(CC(O)COc2ccc3cc(Br)ccc3c2)CC1 (stereo not drawn)	4	-8	7	58*	0.4	18	7	6	-9
O=C(CN1CCOCC1)OCCCC1CCCCC1	6	8	-10	8	0.9	11	-1	-11	-2
O=C(O)COc1ccc(Cl)cc1CO	6	-4	1	-9	1.1	0	2	7	-6
O=Cc1ccc2noc(-c3ccc(F)cc3)c2c1	6	-20	-5	7	0.9	23	30	21	-4
CCC(C)[C@H](NC(=O)Nc1ccc2c(c1)OCCO2)C(=O)O (stereo partly drawn)	-7	-3	-6	2	1	12	6	1	-8
Cc1cc(C)n2nc(-c3cnn(C)c3C(F)(F)F)cc2n1	nt	-2	2	-13	1.1	21	-1	5	-4
CCC(C)NC(=O)CS(=O)Cc1nc(-c2ccccc2C)oc1C (stereo not drawn)	3	7	-3	8	0.9	-11	-2	-8	-18
CCOC(=O)Cc1csc(NC(=O)CSc2nc(C)cc(=O)[nH]2)n1	2	0	-4	23	0.8	-23	0	-4	-9
CN1C(=O)/C(=C/c2ccccc2OCc2cccc(F)c2)N(C)C1=S	nt	0	-3	36	0.6	27	17	-1	-18
COCCn1nnnc1C(c1cccs1)N1CCN(c2nc3ccccc3s2)CC1 (stereo not drawn)	7	-1	-5	89*	0.1	-15	6	-1	-4
CCCn1c(CN2CCN(C)CC2)nc2ccccc21	11	10	5	1	1	-52	3	-8	-6
O=C(CC1N=C2c3ccccc3N=C(SCc3ccc(Cl)cc3)N2C1=O)NCc1ccco1 (stereo not drawn)	7	-18	-1	72*	0.3	-31	2	15	2
O=C(Cn1nnc(-c2ccccc2F)n1)Nc1ccc(S(=O)(=O)NC2CCCC2)cc1	-7	6	11	42	0.6	-25	13	-3	-8
Cc1ccc(C)c(S(=O)(=O)N/N=C2/CCCc3ccccc32)c1	nt	0	-7	-16	1.2	-8	0	-2	-8
CCN(c1ccccc1)c1nc2ccsc2c(=O)s1	10	-2	-6	26	0.7	-4	3	1	-8
C=CCOC(=O)CCC(=O)Nc1cc(OC)nc(OC)n1	4	1	-8	22	0.8	-14	2	2	11
CCn1c(C)nc2c(=O)oc3ccccc3c21	6	0	8	-5	1.1	-7	9	-2	-2
Cc1cc(C)c(S(=O)(=O)n2ccc(-c3ccc(OCCN(C)c4ccccn4)cc3)n2)c(C)c1	nt	-7	0	57*	0.4	-38	17	10	-1
Cc1ccc(-c2nn(CCC(=O)NCC3CCCO3)c(=O)c3ccccc23)cc1 (stereo not drawn)	7	0	-5	54*	0.5	-5	2	-3	3
Cc1cc(C)cc(NC(=O)NCc2nnc(SCc3ccccc3)n2C)c1	4	7	-2	-16	1.2	13	11	-9	-17
O=C(Nc1cccc(C(F)(F)F)c1)C12CC3CC(CC(C3)C1)C2	3	-1	-6	nt	nt	-7	5	1	-12
NC(=O)c1oc2ccccc2c1NC(=O)c1nc2ccccc2s1	6	-4	0	22	0.8	7	2	2	-15
Nc1nonc1-c1nc2ccccc2n1CC(=O)N1CCN(c2ccc(F)cc2)CC1	10	4	6	12	0.9	-6	3	-1	-9
CC(C)Cn1c(C(C)C)nc([N+](=O)[O-])c1S(=O)(=O)c1ccc(F)cc1	nt	-10	-5	13	0.9	14	4	12	-16
O=C(CN1C(=O)c2ccccc2S1(=O)=O)N1CCOCC1	1	4	3	-1	1	4	12	-4	-14
CCc1ccc(NC(=O)c2cnn3ccccc23)cc1	10	-4	-4	15	0.9	-7	-1	2	-14
O=C1C2C(c3ccccc3)C=CC(c3ccccc3)C2C(=O)N1C1CCCCC1 (stereo not drawn)	6	-6	-11	80*	0.2	-17	8	7	-2
COc1ccc(NC(=S)Nc2cc(C)ccn2)c(OC)c1	nt	nt	-4	nt	nt	-1	-5	nt	-5
COc1ccc(C(=O)CSc2nnc(CNc3ccc(C)cc3C)o2)cc1	7	-4	-1	-7	1.1	-6	2	4	-9
COc1ccc(-n2c(Cn3nnc4ccccc43)nnc2SCC(=O)O)cc1	0	15	-5	-3	1	22	1	-18	-16
COC(=O)Cn1c(CN2CCc3ccccc3C2)nc2c1c(=O)n(C)c(=O)n2C	12	8	nt	-8	1.1	3	nt	-10	-13
COC(=O)c1c(NC(=O)CN2CCOCC2)sc2c1CCC(C)C2 (stereo not drawn)	6	16	-11	38	0.6	13	-5	-12	-7
Cn1c(COc2ccccc2)nnc1SCc1nc2ccccc2[nH]1	6	5	2	6	0.9	4	1	-8	1
CN(C)c1nc(-c2ccccc2)nc(-c2ccc(Cl)cc2)c1C#N	9	6	4	7	0.9	2	9	-10	-26
Cc1cccc(C)c1NC(=O)CSc1nc2ccccc2c(=O)[nH]1	2	8	0	17	0.8	8	7	-6	37
CCc1[nH]nc2c1C(c1cccnc1)C(C#N)=C(N)O2 (stereo not drawn)	8	0	-11	-6	1.1	29	4	-2	3
Cc1ccc(C(=O)Nc2nc(=O)n(C(=O)C3CC3)s2)cc1	nt	10	2	79*	0.2	-20	7	-7	1

4 entries from above, arranged by the value under EphB4 antag, lowest first.
structure,EphB4 antag
O=C(Nc1cccc(C(F)(F)F)c1)C12CC3CC(CC(C3)C1)C2,-6
CC(C)Cn1c(C(C)C)nc([N+](=O)[O-])c1S(=O)(=O)c1ccc(F)cc1,-5
COc1ccc(NC(=S)Nc2cc(C)ccn2)c(OC)c1,-4
Cc1ccc(C(=O)Nc2nc(=O)n(C(=O)C3CC3)s2)cc1,2

More results follow:
SMILES	Candida biofilm	LYP act	EphB4 antag	CYP2C9 inhib	CYP2C9 act	Plk1 PBD FP	Rev-RRE block	PTPN22 inh 2	PLK1 inh
CCC(C)NC(=O)CSC1=Nc2ccccc2C2=NC(CC(=O)NCc3ccc(F)cc3)C(=O)N12 (stereo not drawn)	2	3	1	6	0.9	11	6	-5	-3
O=C(NCC1CC1)C1CCCN(S(=O)(=O)c2ccc(-n3cnnn3)cc2)C1 (stereo not drawn)	11	1	6	8	0.9	9	8	-4	-10
CS(=O)(=O)N1CCC(C(=O)Nc2ccccc2F)CC1	10	2	-1	-14	1.1	-21	2	2	0
Cc1cc(C(F)F)n2nc(C(=O)Nc3ccc(F)cc3F)nc2n1	1	4	2	12	0.9	10	6	-6	4
Cc1ccc(-c2nnc3c(C(F)(F)F)nc4ccccc4n23)cc1	nt	-1	1	4	1	-16	7	5	-16
O=C(c1ccc(Cl)c(Cl)c1)N(Cc1ccco1)c1ccc(O)cc1	1	2	-2	98*	0	-12	7	-7	-3
CCN(CC)c1ccc(N2C(=O)/C(=C\c3cccs3)SC2=S)cc1	4	10	0	-31	1.3	5	7	-7	-1
CN1CCN(S(=O)(=O)c2ccc3c4c(cccc24)C(=O)N3)CC1	9	3	2	-88	1.9	3	9	-5	0
Cc1ccc([N+](=O)[O-])cc1NC1OC(CO)C(O)C1O (stereo not drawn)	nt	3	-2	-2	1	7	2	3	-5
Cc1cccc(C2Nc3ccccc3C(=O)N2c2ccc(F)cc2)n1 (stereo not drawn)	8	-9	9	nt	nt	-26	7	8	-14
O=C(NCc1nc2ccccc2[nH]1)c1ccc(Cl)c(S(=O)(=O)N2CCCC2)c1	2	0	1	45	0.5	-15	3	-3	-11
Cc1nc2cc(-c3ccsc3-n3c(C)ccc3C)[nH]n2c(=O)c1Cl	1	-4	3	44	0.6	-6	9	6	-7
COc1cc(OC)cc(-c2nnc(SCC(=O)N3CCCC3)o2)c1	5	-4	-3	-22	1.2	6	0	7	-7
S=c1[nH]ncc2ccccc12	6	3	3	-12	1.1	-2	7	-2	0
O=S(=O)(CC(CN1CCCC1)N1CCCC1)c1ccc2ccccc2c1 (stereo not drawn)	5	12	-7	nt	nt	-30	-1	-7	-11

Compound activity: PubChem BioAssay, several laboratories
